# Assay outcomes as filed in PubChem BioAssay.
# N370S GC – inhibits or activates N370S mutant glucocerebrosidase. N370S GC spleen homogenate, 4MU-glucoside fluorescence. P04062. Potency, µM (highest dose often 59.4 µM), inactives show top-dose activity change, negative = inhibition, hits mostly inhibitors. hit rate 0.092% among 330,000;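 further: 0% = full enzyme activity and -100% = no enzyme basal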
# TDP1 cell CPT – DT40-hTDP1 cell growth loss with CPT; chicken DT40 Tdp1-/-;hTDP1 cells + 20 nM CPT, ATP luminescence, 48 h; Potency, µM (doses to about 46.2 µM), for the others: top-dose activity change, negative = growth inhibition, usual class: inhibitors; hit rate 12% among 420,000; further: nearly all actives have a fitted effect of over 55% in size
#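 Chicken DT40 Tdp1-/- cells complemented with human TDP1, 400 cells/well, exposed to compounds plus 20 nM camptothecin for at least 48 h at 37 C; viability read as ATP content by CellTiter-Glo luminescence.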
# FEN1 inhibitor – inhibitors of human flap endonuclease 1 | P39748 | Recombinant FEN1 flap cleavage, fluorescence, 15 min | Potency, µM (highest dose often 114 µM), without a hit: at the top dose activity change, negative = inhibition, hits mostly inhibitors | hit rate 0.35% among 390,000 | AID 588795; further: nearly all actives have a fitted effect of over 65% in size
# Target sequence (P39748 whole entry, looked up): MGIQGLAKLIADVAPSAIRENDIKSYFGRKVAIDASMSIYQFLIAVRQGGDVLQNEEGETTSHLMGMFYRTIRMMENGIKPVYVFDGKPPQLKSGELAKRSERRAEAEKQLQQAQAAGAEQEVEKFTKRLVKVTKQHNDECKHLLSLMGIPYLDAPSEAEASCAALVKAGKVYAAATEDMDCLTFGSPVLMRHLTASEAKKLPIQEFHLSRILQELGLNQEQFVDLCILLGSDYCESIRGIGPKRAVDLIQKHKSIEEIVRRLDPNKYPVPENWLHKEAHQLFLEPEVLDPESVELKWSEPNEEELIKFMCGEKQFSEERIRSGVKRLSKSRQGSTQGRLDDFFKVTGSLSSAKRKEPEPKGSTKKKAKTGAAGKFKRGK
#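 Steps: FEN1 (10 nM) dispensed; compound added by pin tool; 15 min at room temperature; substrate added to 50 nM final; reads at 0 min and 15 min; data normalized and fitted (four-parameter Hill).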
# Starred values were filed as active, the others as inactive; ? = inconclusive; nt = not tested or not shown. The call rests on the fitted dose curve; in most records, active means well fitted curve in the direction sought with a large enough effect; inconclusive means small, poorly fitted or top-dose-only effect, or another doubt; inactive means no such curve, though single readings can be large; an effect the other way counts as inactive or inconclusive. Unless noted, on the % scale 0 is the no-effect control and ±100 the full control effect; potency means the concentration at half of the fitted maximal effect. This is a subset; rates above refer to the full screens.
mol | TDP1 cell CPT | N370S GC | FEN1 inhibitor
O=C(O)c1cc(Br)ccc1NS(=O)(=O)c1cccc2nsnc12 | -27.3% | -1.7% | 3.9%
c1csc(COc2ccccc2CNC2CCCCC2)c1 | ? | -3.7% | 9.5%
COc1ccc(NC(=S)N2CCC(NC(=O)c3ccccc3C)CC2)cc1 | -2.3% | -2.4% | 2.0%
Cc1c(C(=O)NCc2ccco2)oc2c(Cl)cccc12 | -16.6% | nt | -0.5%
O=C(NCCc1ccc(Cl)cc1)c1cnc2n(c1=O)CCS2 | -4.1% | ? | 1.5%
Oc1cccc(C(Nc2nccs2)c2ccc3cccnc3c2O)c1 (stereo not drawn) | 3.66µM* | 8.8% | -12.7%
CCOC(=O)c1[nH]c2ccc(Br)cc2c1NC(=O)CCN1CCC(C)CC1 | ? | -9.2% | -4.7%

# One compound at a time, as listed above. Order of values: TDP1 cell CPT | N370S GC | FEN1 inhibitor
# CCOC(=O)c1[nH]c2ccc(Br)cc2c1NC(=O)CCN1CCC(C)CC1 is listed as ? | -9.2% | -4.7%
# c1csc(COc2ccccc2CNC2CCCCC2)c1 is listed as ? | -3.7% | 9.5%

# Among those listed so far, 4 have a halogen.
mol | TDP1 cell CPT | N370S GC | FEN1 inhibitor
O=C(O)c1cc(Br)ccc1NS(=O)(=O)c1cccc2nsnc12 | -27.3% | -1.7% | 3.9%
Cc1c(C(=O)NCc2ccco2)oc2c(Cl)cccc12 | -16.6% | nt | -0.5%
O=C(NCCc1ccc(Cl)cc1)c1cnc2n(c1=O)CCS2 | -4.1% | ? | 1.5%
CCOC(=O)c1[nH]c2ccc(Br)cc2c1NC(=O)CCN1CCC(C)CC1 | ? | -9.2% | -4.7%
